DRD3 agonist: qHTS of D3 Dopamine Receptor Agonist: qHTS | D(3) dopamine receptor (Homo sapiens), P35462 | D3R DiscoveRx beta-arrestin cells, luminescence, 90 min | max activation, % | 410,000 tested, 0.58% active | AID 652048, 2013; in the data active = max activation above about 30%; note: 0% is about no effect; mostly tested at two doses, the higher about 12 µM
Target sequence (P35462 whole entry, looked up): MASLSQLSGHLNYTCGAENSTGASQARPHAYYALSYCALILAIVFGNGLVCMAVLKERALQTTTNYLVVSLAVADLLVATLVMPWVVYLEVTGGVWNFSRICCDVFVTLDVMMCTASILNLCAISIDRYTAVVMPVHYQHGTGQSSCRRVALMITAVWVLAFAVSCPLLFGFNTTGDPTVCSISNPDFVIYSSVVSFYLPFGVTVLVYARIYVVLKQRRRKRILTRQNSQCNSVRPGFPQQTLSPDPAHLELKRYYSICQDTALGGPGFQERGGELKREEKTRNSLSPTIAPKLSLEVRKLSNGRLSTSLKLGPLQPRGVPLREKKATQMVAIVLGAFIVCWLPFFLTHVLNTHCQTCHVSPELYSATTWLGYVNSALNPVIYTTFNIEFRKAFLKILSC
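Agonist-mode cell screen: cells plated at 1500/well and incubated overnight at 37 °C, then exposed to library compounds for 90 min at 37 °C. Detection reagent was added for 30–60 min at room temperature, and luminescence was read.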
HT1080 IDH1KD tx: qHTS for induction of synthetic lethality in tumor cells producing 2HG: qHTS for the HT-1080-IDH1KD cell line; HT-1080 IDH1 knockdown viability, ATP luminescence, 48 h; Potency, µM (titrated, usually from 46.1 µM), for inactives: at the top dose activity, negative = toxicity, usual class: cytotoxic; 360,000 tested, 2% active; AID 686971, 2013;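 note: potency is the fitted concentration of half-maximal effect; 0% = DMSO wells and -100% = cell-free medium wells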
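Luminescent ATP read-out (CellTiter-Glo, 10 min at room temperature) after 48 h compound exposure at 37 °C gave viability of IDH1-knockdown HT-1080 cells. Activity was normalised to DMSO and cell-free wells, then fitted as concentration-response curves.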
KB-V1 cytotox: qHTS assay for MDR1-selective chemotherapeutics: Primary screen using the drug-selected MDR subline cells KB-V1; KB-V1 MDR cells viability, CellTiter-Glo, 72 h; Potency, µM (titrated, usually from 46.1 µM), for the others: at the highest dose activity change, negative = cytotoxicity, most hits filed as cytotoxic; 400,000 tested, 3.4% active; AID 1347076, 2019; note: potency is the fitted concentration of half-maximal effect; % is set by controls: 0 for no effect and ±100 for the full control effect; nearly all actives have a fitted effect of over 60% in size
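In this primary screen, KB-V1 cells overexpressing P-gp are incubated with library compounds (lowest to highest concentration) for 72 h at 37 degrees C before a luminescent ATP viability read.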
GLP1R ag: qHTS of GLP-1 Receptor Agonists; 380,000 tested, 0.007% active; AID 624172, 2012; Potency, µM (titrated, usually from 45.6 µM), without a hit: top-dose activation, usual class: activators; Glucagon-like peptide 1 receptor (Homo sapiens), P43220; HEK293 GLP-1R CRE-luciferase, luminescence, 4-6 h; cells express a hypersensitive GLP-1R form; note: potency is the fitted concentration of half-maximal effect; % of control where 0% means no effect
Target sequence (P43220 whole entry, looked up): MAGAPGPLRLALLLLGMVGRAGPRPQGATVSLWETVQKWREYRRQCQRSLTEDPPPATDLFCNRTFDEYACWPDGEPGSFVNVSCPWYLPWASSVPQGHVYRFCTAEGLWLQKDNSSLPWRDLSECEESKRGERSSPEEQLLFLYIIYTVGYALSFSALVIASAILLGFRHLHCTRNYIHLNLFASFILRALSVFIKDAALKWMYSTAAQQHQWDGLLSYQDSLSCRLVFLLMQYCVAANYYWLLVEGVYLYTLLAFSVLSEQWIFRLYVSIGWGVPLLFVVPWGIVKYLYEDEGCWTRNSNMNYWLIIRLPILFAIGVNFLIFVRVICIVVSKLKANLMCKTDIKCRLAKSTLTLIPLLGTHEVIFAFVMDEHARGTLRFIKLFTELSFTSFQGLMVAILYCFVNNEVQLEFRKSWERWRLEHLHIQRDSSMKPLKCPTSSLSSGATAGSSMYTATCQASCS
DRD3 antagonist: qHTS of D3 Dopamine Receptor Antagonist: qHTS. max response, negative = inhibition, %. D3R cells, DiscoveRx beta-arrestin luminescence, antagonist mode; active compounds read low. D(3) dopamine receptor (Homo sapiens), P35462. AID 652054, 2013. 360,000 tested, 2.5% active; in the data active = max response below about -50%; inconclusive = no clear call, values can overlap the other calls; note: % is set by controls: 0 for no effect and ±100 for the full control effect; mostly tested at two doses, the higher about 12 µM
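Cells plated overnight at 1500 cells/well, then exposed to library compounds with dopamine controls for 90 minutes at 37 degrees C. DiscoveRx reagent added for 30–60 minutes at room temperature; luminescence read, quantitative HTS format.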
IL1B secr inh: qHTS for Inhibitors of Inflammasome Signaling: IL-1-beta AlphaLISA Primary Screen. THP-1 LPS/ATP IL-1B secretion, AlphaLISA, 16 h; active compounds read low. activity change, % at 57.5 µM. 360,000 tested, 4.7% active; in the data active = activity change below about -50%; inconclusive = mostly about -30% to -49%; note: % is set by controls: 0 for no effect and ±100 for the full control effect
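Secreted IL-1B measured by AlphaLISA bead assay after 16 h compound exposure of THP-1 cells; compounds (final up to 57.5 uM) added 1 h before LPS (250 ng/mL) and ATP (1.25 mM) stimulation; lower signal means less secretion.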
KB-3-1 tox: qHTS assay for MDR1-selective chemotherapeutics: Primary screen using the parental adenocarcinoma cell KB-3-1; KB-3-1 viability, CellTiter-Glo ATP luminescence, 72 h; Potency, µM (series often up to 46.1 µM), inactives show at the top dose activity change, negative = cytotoxic, most hits filed as cytotoxic; 400,000 tested, 1.4% active; note: potency is the fitted concentration of half-maximal effect; % is set by controls: 0 for no effect and ±100 for the full control effect; nearly all actives have a fitted effect of over 60% in size
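Here the drug-naive KB-3-1 line serves as comparator for MDR sub-line selectivity; cells received compound titrations, 72 h at 37 °C, then CellTiter-Glo readout.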
HT1080-NT tox: qHTS for induction of synthetic lethality in tumor cells producing 2HG: qHTS for the HT-1080-NT fibrosarcoma cell line; 360,000 tested, 1.6% active; HT-1080-NT fibrosarcoma viability, CellTiter-Glo ATP luminescence, 48 h; Potency, µM (doses to about 46.1 µM), for inactives: at the top dose activity, negative = less viability, most hits filed as cytotoxic;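 note: NT is the 2HG producing partner of a matched IDH1 knockdown line; potency is the fitted concentration of half-maximal effect; 0% = DMSO-treated cells and -100% = media-only wells without cells; nearly all actives have a fitted effect of over 55% in size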
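Viability by CellTiter-Glo luminescence after 48 h compound exposure at 37C of HT-1080-NT cells (750/well, RPMI, 5% FBS). % activity scaled between DMSO wells and medium-only wells, then curve-fitted and categorized by curve class.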
SW480 rereplic: A quantitative high throughput screen for small molecules that induce DNA re-replication in SW480 colon adenocarcinoma cells; SW480 DNA re-replication, Hoechst DNA content imaging, 48 h; 340,000 tested, 1.8% active; AID 624297, 2012; Potency, µM (series often up to 46.1 µM), for the others: at the top dose re-replication activation, usual class: activators; note: potency is the fitted concentration of half-maximal effect; % of control where 0% means no effect; nearly all actives have a fitted effect of over 55% in size
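Treated cells incubate 48 hr (37 C, 5% CO2), are stained 40 min with Hoechst, and nuclear fluorescence is enumerated; a rise in nuclei with high DNA signal marks re-replication.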
* hit, by the source's call; u = inconclusive; x = no result given; & = joins results of further samples; [ ] = another dose, or the depositor's remark. Unless noted, calls come from the whole dose curve; as a rule, active = well fitted curve in the direction sought with a large enough effect; inconclusive = small, poorly fitted or top-dose-only effect, or another doubt; inactive = no such curve, though single readings can be large; an effect the other way counts as inactive or inconclusive. Only part of the results is shown; the hit share may differ from the screen's.

Below each SMILES – DRD3 agonist	HT1080 IDH1KD tx	KB-V1 cytotox	GLP1R ag	DRD3 antagonist	IL1B secr inh	KB-3-1 tox	HT1080-NT tox	SW480 rereplic
- CSc1ccccc1C(=O)C1CCCN(Cc2ccn[nH]2)C1 (centres undefined)
 : -13	1%	15%	6%	u	8	-1%	0%	-14%
- Cc1cc(C=O)c(C)n1C1CC1
 : -6	29%	3%	2%	-17	5	13%	12%	-2%
- Cc1c(N=Cc2c(O)n(C)c(=O)[nH]c2=O)c(=O)n(-c2ccccc2)n1C
 : -2	2%	23%	14%	-8	1	0%	3%	-21%
- CC(=O)C1(O)CCC2C3CCC4=C(Cl)C(=O)CCC4(C)C3CCC21C (centres undefined)
 : 1	-29%	-9%	13%	-14	-21	-2%	-24%	u
- O=C(O)COc1ccccc1
 : -16&-1	7%	15%	0%&-4%	u	22	0%	u	-9%&-1%
- CCN(CC)C(=O)c1ccc2c(c1)C1C=CCC1C(C(=O)O)N2 (centres undefined)
 : -4	-1%	1%	-2%	u	0	-23%	-10%	-6%
- O=C1CCN(C(=O)C(Cl)Cl)N1
 : -2	1%	u	-9%	-15	9	7%	-1%	-4%
- O=C(c1cn(Cc2ccccc2F)c2ncccc12)C(F)(F)F
 : -8	-7%	-1%	10%	-2	-10	2%	-5%	-5%
- COC(=O)C1=C(c2ccc(S(C)(=O)=O)cc2)C[C@@H]2CC[C@H]1N2C(=O)N1CCC(O)CC1
 : 33*	10%	19%	-1%	17	6	15%	9%	-5%
- COc1cc(C)c(CN2CC=C(c3ccc(F)cc3)CC2)cc1C
 : -10	-11%	u	-4%	-76*	8	-8%	u	1%
- O=C1NC(=O)C(=Cc2ccc(-c3ccc(F)cc3O)o2)C(=O)N1
 : 1	u	15%	-7%	u	-77*	-4%	u	u
- COc1cc2c(cc1O)C[C@H]1NCCc3cc4c(c-2c31)OCO4
 : 0	u	0%	-10%	0	-26	u	u	u
- O=C(Cc1ccccc1F)N1CCN(CC(=O)N2CCCC2)CC1
 : 2	15%	13%	-8%	15	15	0%	5%	-2%
- Cc1ccc(C2C(S(C)(=O)=O)=C(O)C(=O)N2c2ccccc2)cc1 (centres undefined) (tested in a mixture with another compound)
 : -13	-4%	-9%	5%	-25	3	-15%	-8%	-7%
- CCOC(=O)[C@]12Cc3cc(C)ccc3[C@H]1N(C(C)C)C(=O)c1ccccc12
 : -11	26µM*	-22%	-32%	-12	-113*	4.1µM*	12µM*	x
- O=C(COC(=O)Cc1ccccc1)Nc1cccnc1Cl
 : -7	1%	0%	5%	-5	5	-7%	0%	3%
- O=C1NCN(c2ccccc2)C12CCN(C(CCc1ccccc1)c1nnnn1C1CCCCC1)CC2 (centres undefined)
 : -5	26µM*	u	-1%	-22	-56*	u	u	x
- CCN1CCN(CC(=O)c2c(C)n(Cc3ccccc3)c3ccc(OC)cc23)CC1
 : -2	-11%	-13%	2%	0	u	-14%	-19%	-3%
- CCOc1ccccc1NC(=O)N1CCC2(CC1)OCCO2
 : -25	12%	-29%	3%	u	14	-4%	-4%	-4%
- CC(C)C(=O)c1cn(Cc2ccccc2C#N)c2ccccc12
 : -7	-24%	u	6%	-9	-14	-18%	-24%	4%
- Cc1cnc(NC(=O)CN2CCCCC2)s1
 : 4	19%	3%	-5%	21	10	6%	13%	2%
- N#CCN1CCN(c2ccc(C(F)(F)F)cc2)CC1
 : -9	7%	17%	-3%	-10	-9	-1%	6%	-4%
- Cc1c(C(=O)N2CCC3(CC2)OCCO3)oc2ccccc12
 : 10	-2%	u	2%	-21	0	-27%	14%	-4%
- COc1ccc2oc3c(c2c1)NC(=O)CN=C3c1ccccc1
 : -3	6%	u	-1%	-2	0	5%	3%	2%
- O=P(Nc1cccc(F)c1)(Oc1ccccc1F)Oc1ccccc1F
 : 5	1%	-21%	11%	37	0	-4%	-2%	5%
- O=c1[nH]c(=O)n(C2CCCCCC2)c(O)c1C=NCCCN1CCOCC1
 : -6	-2%	29%	-1%	-61*	8	13%	-5%	-5%
- CCN(CC)c1ccc(CNCCc2ccc(F)cc2)cc1
 : -7	u	u	5%	-4	-97*	u	-25%	u
- COc1cc(CCN)ccc1O
 : 0	-1%	4%	10%	6	17	0%	14%	-37%[inhibitor]
- CCC(=NCc1ccco1)c1c(O)n(-c2ccc(C)cc2)c(=O)[nH]c1=O
 : -14	-15%	0%	11%	1	2	-7%	-8%	-3%
- CC1(C)CC2(CCO1)NCCN1C(=O)CSC12 (centres undefined)
 : -12	1%	-5%	-10%	7	1	23%	2%	-3%
- O=C(c1ccc(Cl)cc1)C1CCCN(Cc2cccc3cccnc23)C1 (centres undefined)
 : -20	u	7%	9%	-26	-50*	-11%	-30%	-76%[inhibitor][1.84 µM]
- Cc1cc(/C=C2\C(=O)NC(=O)N(c3ccc(Br)cc3)C2=O)c(C)n1-c1cc(C(=O)O)cc(C(=O)O)c1
 : -1	-14%	-2%	-2%	u	u	u	-9%	-5%
- CCCCn1c(=O)c(C(=O)Nc2ccc(C)cn2)c(O)c2ccccc21
 : 7	8%	u	10%	0	14	5%	3%	-3%
- COC(=O)C1=C(c2ccc(OC(F)(F)F)cc2)C[C@@H]2CC[C@H]1N2C(=O)NC1CC1
 : 5	4%	0%	13%	52	22	8%	13%	-4%
- CCCCn1c(O)c(C(CC)=NCc2ccco2)c(=O)[nH]c1=O
 : 6	-23%	21µM*	5%	9	17	0%	-15%	8%
- COC(=O)C1=C(c2ccc(-c3ccccc3)c(F)c2)C[C@@H]2CC[C@H]1N2C(=O)NCC1CC1
 : 26	-13%	u	-1%	-24	-27	u	u	u
- CCCCn1c(O)c(C(C)=NCCCn2ccnc2)c(=O)[nH]c1=O
 : 0	13%	u	-1%	-29	-14	10%	0%	-2%
- CC(=O)NCC1=C(c2ccc3ccccc3c2)C[C@@H]2CC[C@H]1N2Cc1ccco1
 : -12	1%	-2%	9%	-17	-4	2%	-7%	x
- COc1ccc(CN2C(=O)NC(=O)/C(=C\c3cc(OC)c(OC)c(OC)c3)C2=O)cc1
 : -8	-6%	1%	-3%	-3	-16	-14%	1%	u
- COC(=O)C1=C(c2cccc(OCc3ccccc3)c2)C[C@@H]2CC[C@H]1N2C(=O)NCc1ccccc1
 : -4	-7%	u	7%	-27	-17	u	-19%	2%
- CC(=NCC1CCCO1)c1c(O)n(C)c(=O)n(C)c1=O (centres undefined)
 : 0	0%	7%	-1%	6	13	11%	1%	-7%
- CCC(c1nnnn1C(C)(C)C)N1CCC2(CC1)C(=O)NCN2c1ccccc1 (centres undefined)
 : -12	15%	0%	8%	-22	28	0%	26%	x
- c1ccc2nc(N3CCNCC3)ccc2c1
 : -33&-55&-18	-1%&-4%	u	u	4&-14	-12&-20	0%&0%	u	-9%&-58%&4%
- COc1ccc(OC)c(NC2=NCCS2)c1
 : 8	3%	0%	-3%	5	10	4%	2%	-15%
- COc1ccc(C(=O)C2CCCN(Cc3ccc(C)s3)C2)c(OC)c1 (centres undefined)
 : -16	-17%	u	7%	-69*	6	-10%	-23%	1%
- c1ccc(C(c2ccccc2)c2cccnc2)cc1
 : 0	-20%	-11%	16%	4	-13	6%	0%	5%
- Cn1c[n+](C)cc1C(O)c1ccccc1 (centres undefined)
 : -15&16	12%&1%	-9%&15%	-2%&1%	-26&9	0&-3	6%&-4%	11%&-2%	8%&0%
- CC[n+]1c(-c2ccccc2)c2cc(N)ccc2c2ccc(N)cc21
 : 6&5&-4	16µM*	u	-30%&-1%&-3%	0	-99*	u	u	-7%&-8%&-15%
- CCN(CC)C(=O)c1ccc(NC(=O)COc2ccccc2F)cc1
 : -5	-2%	-28%	1%	-27	-4	-5%	0%	10%
- C[C@H](NC(=O)N1C[C@H]2C[C@@H](C1)c1cccc(=O)n1C2)C(=O)Nc1ccc(F)c(F)c1
 : 9	-1%	-17%	-3%	-23	19	0%	-4%	6%
- CC(C(=O)O)c1ccc(-c2ccccc2)c(F)c1 (centres undefined)
 : 12&10&5	6%&12%	0%&1%	u	2&18	2&8	0%&0%	24%&7%	-6%&-10%&-5%
- C=CCn1c(O)c(C=NCCCn2ccnc2)c(=O)[nH]c1=O
 : -1	13%	14%	4%	1	33	u	6%	-1%
- Cc1cccc(C)c1-n1nnnc1C(c1ccnc2ccccc12)N1CCC2(CC1)C(=O)NCN2c1ccccc1 (centres undefined)
 : 13	u	u	-3%	20	u	-5%	u	x
- Cc1ccccc1-n1c(O)c(/C=N/c2nccs2)c(=O)[nH]c1=O
 : 5&-14	8%&0%	7%&0%	6%&-2%	-6&-25	0&0	6%&-26%	17%&-2%	6%&-1%
- C=CCn1c(O)c(C(C)=NCCC(c2ccccc2)c2ccccc2)c(=O)[nH]c1=O
 : 2	4%	u	4%	45	10	-8%	-3%	32%
- CC1CCCC(NC(=O)COC(=O)c2cn(C)c3ccccc23)C1C (centres undefined)
 : 0	1%	0%	18%	0	u	-7%	3%	-6%
- O=P(Oc1ccc(Cl)cc1)(N1CC1)N1CC1
 : 4	-12%	-4%	3%	15	10	-2%	0%	3%
